# Screens as filed in PubChem BioAssay.
# tim10-1 inh: tim10-1 yeast growth inhibition. S. cerevisiae tim10-1 ts strain growth, BacTiter-Glo, 24 h. inhibition, % at 20 µM. 330,000 compounds, 2.2% hits;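 active means inhibition of at least 40%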;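 further: mutant grown at 25 °C; 0% = DMSO wells with yeast and 100% = wells holding no yeast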
# APJ ag: activates the human apelin receptor APJ; 330,000 compounds, 0.11% hits; CHO-K1 APJ PathHunter beta-arrestin, luminescence; 0% DMSO wells, 100% apelin; activation, % at 20 µM; AID 2520;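 active means activation more than six SD over the plate average, tested at 20 µM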;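 further: 0% = DMSO alone and 100% = apelin-13 at 10 nM; some results filed as inactive read as strong as hits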
# Target sequence (P35414 whole entry, looked up): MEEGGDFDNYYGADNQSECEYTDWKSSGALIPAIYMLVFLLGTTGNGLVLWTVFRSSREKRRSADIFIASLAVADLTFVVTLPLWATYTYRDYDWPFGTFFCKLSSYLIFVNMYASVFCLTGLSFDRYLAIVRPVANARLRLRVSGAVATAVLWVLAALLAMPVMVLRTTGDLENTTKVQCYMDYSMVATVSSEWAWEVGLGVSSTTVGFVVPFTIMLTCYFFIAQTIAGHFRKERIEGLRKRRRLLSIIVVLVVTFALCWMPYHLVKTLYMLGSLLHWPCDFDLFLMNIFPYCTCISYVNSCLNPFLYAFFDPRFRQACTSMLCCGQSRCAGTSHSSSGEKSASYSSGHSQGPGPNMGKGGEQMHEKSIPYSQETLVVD
#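 Test system – PathHunter CHO-K1 APJ (AGTRL-1) beta-arrestin reporter cells · Input – 1000 cells/well · Compound – single test compound dose, 20 µM final, 1% DMSO · Times – compound stimulation 90 min at 25 °C, detection 60 min · Technique – beta-gal luminescence · Read-out basis – APJ–arrestin association signal · Control set – negative DMSO alone, positive Apelin-13 at 10 nM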
# GRIN3A LBD mod: modulators (binders) of human NR3A ligand-binding domain | AID 1259313 | 340,000 compounds, 2.5% hits | Tm shift relative to glycine control, % at 25 µM | NR3A LBD differential scanning fluorimetry, Tm shift; 0% = protein alone, 100% = glycine-bound protein;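 active means melting temperature shift of at least 10% of the positive control shift, at one fixed dose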
# beta cell repl: MIN6 beta-cell proliferation induction; MIN6 cells proliferation, ATPlite luminescence, 48 h; cells starved in 0.2% serum; 100% = growth in 10% serum; proliferation, % at 10 µM; 330,000 compounds, 0.29% hits; AID 2380;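 active means compounds whose signal lies at least 3.5 SD above the mean of all wells on their plate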;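 further: 0% = DMSO-treated cells in low-serum medium and 100% = 10% serum control; some compounds called inactive have numbers as strong as hits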
# APJ antagonist: blocks the human apelin receptor APJ; 330,000 compounds, 0.32% hits; inhibition, % at 20 µM; CHO-K1 APJ beta-arrestin complementation, luminescence; P35414;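 active means inhibition above about 40% at 20 µM, limit read from the data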;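 further: cells challenged with 10 nM apelin-13 agonist together with compound; plate controls were apelin-13 plus DMSO wells for no effect and DMSO wells lacking apelin-13 for full effect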
# NLRP3 yeast inh: inhibitors of NALP3 inflammasome in yeast; inhibition, % at 10 µM; AID 2825; 330,000 compounds, 0.39% hits; Yeast reconstituted NLRP3/ASC/caspase-1, beta-gal luminescence, 24 h;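 active means inhibition of 50% or more; inactive means inhibition below 50%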;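 further: plate controls were induced DMSO wells for no effect and uninduced yeast grown without galactose for full effect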
# TIM10 inh: TIM10 yeast growth inhibition | S. cerevisiae TIM10 strain growth, BacTiter-Glo luminescence, 24 h | inhibition, % at 10 µM | 330,000 compounds, 1.4% hits;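 active means inhibition of 40% or more at the single tested concentration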;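 further: wild-type TIM10 isogenic control strain grown at permissive 25 °C; 0% = DMSO yeast wells and 100% = minimal medium wells without yeast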
# tim23-1 inh: tim23-1 yeast growth inhibition; S. cerevisiae tim23-1 growth, BacTiter-Glo luminescence, 24 h; inhibition, % at 20 µM; 330,000 compounds, 1.3% hits;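 active means growth inhibition of the mutant yeast at or above 50%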;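 further: temperature-sensitive mutant grown at 25 °C; plate controls were DMSO-treated mutant yeast for no effect and medium wells lacking yeast for full effect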
# MPTP inh: inhibitors of mitochondrial permeability transition pore. isolated mouse mitochondria, Ca2+ swelling absorbance, 30 min. inhibition, % at 10 µM. 360,000 compounds, 1.4% hits. AID 602449;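 active means inhibition of 50% or more, scaled per plate between neutral and stimulator controls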;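 further: 0% = DMSO wells given calcium and 100% = 1 mM EGTA wells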
# * = called active by the depositor; nt = no result given.
SMILES,tim10-1 inh,APJ ag,GRIN3A LBD mod,beta cell repl,APJ antagonist,NLRP3 yeast inh,TIM10 inh,tim23-1 inh,MPTP inh
COc1ccc(-n2nnnc2SCC(=O)NC2CCCC2)cc1OC,10.3,-3.6,-3.0,11.4,18.7,16.1,-14.0,12.1,-0.4
COc1ccc(CC(=O)Nc2ccccc2Oc2ccccc2)cc1,-17.2,-3.3,nt,-2.2,-18.6,20.5,6.3,6.8,nt
Cc1ccccc1C(=O)c1cccn1CC(=O)NCc1ccc(F)cc1,20.6,-2.6,2.0,-0.8,-7.4,9.1,-3.2,-0.7,-1.2
CCOC(=O)c1c(NC(=O)c2ccoc2C)sc2c1CCC2,19.7,-3.8,-1.0,0.9,-1.2,22.3,1.9,5.1,1.8
C[C@@H]1CC[C@@]2(O[C@@H](CCO)C[C@@H](O)[C@@H]2O)O1,-7.3,-0.6,-1.2,-0.5,29.6,6.4,-4.2,10.8,1.1
NC(=O)C1(N2CCCCC2)CCN(C(=S)Nc2ccc(F)cc2)CC1,-6.0,-1.8,-1.6,-1.0,-5.8,1.9,6.0,3.3,0.3
CC(C)CN(C(=O)CSc1nc2ccccc2[nH]1)C1CCS(=O)(=O)C1 (stereo not drawn),27.1,1.2,-2.2,-4.0,-12.5,-6.2,3.0,19.4,1.1
COc1ccc2nc(-c3ccccc3)cc(OC)c2c1,-0.9,-3.0,1.3,0.0,38.6,22.3,10.0,33.2,0.1
Cc1ccccc1OCCC(=O)Nc1cc(S(=O)(=O)N2CCOCC2)ccc1OC(C)C,17.7,-1.2,0.1,2.4,10.1,-6.3,12.4,19.6,-0.7
CC1C(=O)N2CCCc3cc(NS(=O)(=O)c4ccc(F)cc4)cc1c32 (stereo not drawn),5.5,-0.9,0.6,-2.0,11.0,20.4,-0.9,8.3,-1.0
COc1ccc(-c2cccc(-c3cc(=O)oc4cc(OC)cc(OC)c34)c2)cc1,-3.8,nt,15.4*,nt,nt,nt,-11.7,37.4,-2.0
COC(=O)N/N=C/c1ccc(-c2cc(Cl)cc(Cl)c2)o1,33.9,-0.8,-12.2,0.4,-5.9,21.9,34.5,57.5*,2.1
CCC(C)(C)n1nnnc1CN1CCC(O)(c2cccc(C(F)(F)F)c2)CC1,10.7,2.3,-2.2,-2.2,-20.6,15.3,10.5,10.9,-2.2
COc1ccc(CCNS(=O)(=O)c2ccc3c(c2)oc(=O)n3C)cc1OC,2.6,-2.3,-1.0,2.1,1.6,-16.9,-0.3,15.2,-0.6
CCC(=O)Nc1ccc(/C(C)=N\NC(=O)c2ccc(OC)cc2)cc1,-0.9,-2.1,19.5*,-3.1,36.2,0.7,16.7,-11.9,-0.8
CCOC(=O)C1CCN(C(=O)c2ccc3c(c2)S(=O)(=O)c2ccccc2C3=O)CC1,22.6,1.7,-0.7,-3.2,10.1,25.2,-5.4,18.0,-0.3
O=C(COc1nsnc1N1CCOCC1)Nc1ccc(Cl)cc1,12.4,0.3,-1.4,-1.2,9.9,11.8,14.2,4.3,8.9
Cc1ccc2cc(CCNC(=O)C(C)C)c(=O)[nH]c2c1,-12.7,-3.8,0.0,-5.0,-65.3,16.0,-1.2,-11.1,-0.5
Cc1nc2ncnn2c(C)c1CCC(=O)Nc1ccc(S(=O)(=O)N2CCCCCC2)cc1,12.1,-2.8,6.8,1.9,17.7,-13.6,-11.7,-5.5,1.3
O=C(O)CSCC(=O)N1CCCN(c2nc3ccc(Cl)cc3s2)CC1,13.1,0.1,-0.5,-1.4,1.5,2.6,18.3,16.1,0.4
CCOC(=O)c1c(CN(CC)CC)n(-c2ccccc2)c2ccc(O)cc12,33.3,-4.2,-1.8,-1.8,11.0,9.8,-2.1,25.1,0.7
CC(C)C(=O)Nc1oc(-c2ccccc2)cc1C#N,21.8,-2.6,3.4,-0.8,1.5,15.0,18.5,11.6,-3.7
CC(C)On1c(SCC(=O)N(C)C)nc2ccccc2c1=O,-15.6,-5.8,2.0,-1.0,18.4,7.4,-2.6,24.4,nt
Cn1cccc1C(=O)NC(=O)COC(=O)CCNS(=O)(=O)c1ccc(Cl)cc1,-0.6,-0.2,1.9,-1.3,-8.7,12.6,1.5,15.1,0.0
CCn1c(C)nc2c(C)[n+](CC(=O)c3ccc(Br)cc3)ccc21,-4.7,-1.8,-3.1,2.5,16.2,-2.1,-1.6,-24.6,1.2
CCCc1cc(=O)oc2cc(C)cc(OC(C)C(=O)NCCCN3CCOCC3)c12 (stereo not drawn),2.5,4.8,-1.4,-4.2,17.7,2.2,7.8,8.5,-0.2
CC(C)CNC(=S)NNC(=O)c1ccco1,11.5,0.7,-3.0,-0.4,34.0,5.0,3.4,-4.9,-0.8
Cc1ccccc1NS(=O)(=O)c1nnc(NC(=O)c2ccc(Br)cc2)s1,10.6,-2.4,3.2,-0.7,0.7,13.2,-1.5,12.6,4.9
NC(=O)c1ccccc1NC(=O)CSc1nc2ccccc2c(=O)[nH]1,-7.5,-4.8,0.1,-6.2,7.6,8.6,-10.8,7.4,1.2
Cc1cc(-c2nnc(CSc3nnc(NC(=O)c4ccc(C(C)(C)C)cc4)s3)o2)ccc1[N+](=O)[O-],-1.2,-0.2,1.9,-5.4,-4.4,1.6,-1.7,0.6,2.7

# In the list so far, these have bromine.
SMILES,tim10-1 inh,APJ ag,GRIN3A LBD mod,beta cell repl,APJ antagonist,NLRP3 yeast inh,TIM10 inh,tim23-1 inh,MPTP inh
CCn1c(C)nc2c(C)[n+](CC(=O)c3ccc(Br)cc3)ccc21,-4.7,-1.8,-3.1,2.5,16.2,-2.1,-1.6,-24.6,1.2
Cc1ccccc1NS(=O)(=O)c1nnc(NC(=O)c2ccc(Br)cc2)s1,10.6,-2.4,3.2,-0.7,0.7,13.2,-1.5,12.6,4.9

# (next part)
SMILES,tim10-1 inh,APJ ag,GRIN3A LBD mod,beta cell repl,APJ antagonist,NLRP3 yeast inh,TIM10 inh,tim23-1 inh,MPTP inh
CCOc1ccc(NC(=O)c2ccc(CN3CCc4ccccc4C3)cc2)cc1,-24.0,3.3,0.1,-3.3,10.0,7.5,-5.8,-7.6,1.5
Cc1cc(NC(=O)CCN2C(=O)c3ccccc3C2=O)no1,7.4,-3.8,-1.7,-0.5,-6.7,-10.2,-0.7,-5.3,-1.6
CCOC(=O)C(CN1CCCC1)c1ccccc1 (stereo not drawn),-3.0,-3.9,2.1,-5.7,-54.6,7.3,-6.0,-4.6,0.2
O=C(NNC(=O)c1ccc2ccccc2c1)Nc1ccc(F)cc1,-13.3,-3.1,-11.5,0.1,3.1,6.5,2.3,-11.2,2.7
Fc1cc(Cl)c(OCc2noc(-c3ccsc3)n2)c(Cl)c1,-3.2,-1.9,0.9,5.8,0.5,26.5,8.8,0.1,-1.6
CC(=O)Nc1cc2c(=O)n(Cc3ccccc3)c(C)nc2cc1N1CCOCC1,11.8,-5.3,1.4,0.3,6.1,8.1,8.7,5.3,-1.9
CN(C)CCNC(=S)Nc1ccc(Br)cc1,4.8,-2.9,-2.2,2.2,3.2,-7.4,-15.3,-4.2,5.2
CCOc1ccc(CCNC(=O)CSCC(=O)Nc2cccc(C)c2)cc1OCC,9.1,5.2,-2.1,-3.5,16.8,16.0,13.8,22.6,0.2
Cc1cccc(C)c1NC(=O)CS(=O)CC(=O)NCCCc1ccccc1 (stereo not drawn),11.4,-3.7,-4.1,-1.4,0.0,2.4,10.6,16.2,0.9
CCN(CC(=O)Nc1c(F)cccc1F)C(=O)CCCNC(=O)c1ccc(Cl)cc1,8.9,-1.0,1.6,-1.6,11.4,19.5,0.1,1.1,-2.6
Cc1ccc2cccc(OC(=O)c3ccc4c(c3)OCCO4)c2n1,-0.9,-4.1,2.2,0.1,26.2,19.6,3.8,1.8,-1.7
COc1ccc(C(=O)N/C(=C\c2cn(C)c3ccccc23)C(=O)N2CCOCC2)cc1OC,14.6,-8.0,-3.8,-3.3,-5.3,15.0,-4.8,6.6,-0.5
O=C(Nc1ccccn1)c1ccc(Br)c(S(=O)(=O)N2CCCCC2)c1,17.6,1.6,12.6*,1.4,4.4,-2.9,7.3,17.4,1.5
CC(C)CN(Cc1cc(=O)oc2cc3c(cc12)CCCC3)CC(C)C,-7.9,-0.3,0.9,-4.1,15.3,13.6,-13.5,-6.3,4.6
CCOc1ccc(CCNC(=O)c2cc(=O)[nH]c3ccc(S(=O)(=O)N(CC)CC)cc23)cc1OCC,5.0,-3.6,-1.1,-0.2,-8.0,21.6,3.1,-3.4,0.8
Cc1ccc(NC(=O)C[n+]2cc(-c3ccccc3)n3c2CCC3)cc1,-10.8,4.1,1.5,-0.7,-13.0,14.6,2.9,-5.5,1.3
CS(=O)(=O)Nc1ccc([N+](=O)[O-])cc1Oc1ccccc1,-6.7,0.7,-10.7,-2.6,24.7,33.8,2.7,12.0,-3.6
COc1ccc(N(C(=O)c2ccc3c(c2)OCO3)C2C=CS(=O)(=O)C2)c(OC)c1 (stereo not drawn),11.2,-5.2,-2.2,-2.8,10.3,8.9,-6.4,12.8,-1.3
O=S(=O)(c1ccc(Cl)nc1)N(Cc1ccccc1)Cc1ccccc1,5.3,-5.0,3.4,-2.6,16.6,3.7,16.6,21.2,5.7
COc1cccc(CNC(=O)[C@H](C)NC(=O)C2CCN(S(=O)(=O)c3ccccc3)CC2)c1,21.5,-2.6,-2.2,1.8,-27.2,6.3,-2.9,4.6,0.1
Cc1ccc(Cl)cc1N1CCN(C(=O)C2CCN(S(C)(=O)=O)CC2)CC1,29.4,-0.6,-0.2,0.8,-5.0,0.9,-14.3,19.0,-0.7
O=C(O)COc1ccccc1/C=N/NC(=O)c1cccc(S(=O)(=O)Nc2cccc(Cl)c2)c1,-7.7,-2.6,-1.0,3.1,-6.1,15.5,2.5,8.3,-1.9
O=C(/C=C/c1ccco1)Nc1cccc(-c2nc3ccccc3[nH]2)c1,-31.5,6.5,22.5*,-5.4,-16.1,4.4,4.5,-36.6,3.3
O=C(CCN1C(=O)/C(=C/c2ccccc2Cl)SC1=S)NNC(=O)c1cccnc1,-0.6,4.9,-0.3,-2.1,-3.0,2.4,1.6,25.4,43.3
OC(COc1ccc2c(c1)OCO2)CN1CCCC1 (stereo not drawn),13.7,-1.3,-1.0,-2.2,-2.4,0.7,8.7,9.0,-1.8
Cc1nn(C)c(C)c1/C=C1/SC(=S)NC1=O,0.5,-2.9,0.3,-1.7,3.8,2.4,-3.7,8.5,-1.9
CC(Sc1nc2cc(Cl)ccc2s1)C(=O)Nc1cccc(S(=O)(=O)N2CCOCC2)c1 (stereo not drawn),19.8,1.3,-5.3,-4.2,-1.3,0.8,27.9,22.2,-11.0
CCOCCCNC(=O)C1CCN(S(=O)(=O)CC)CC1,-6.4,-3.4,-3.9,-3.2,4.6,4.0,-8.7,2.1,-1.3
CCN(CC)C(=O)c1cnn(-c2ccccc2)c1NC(=O)c1cccc(F)c1,18.1,1.8,1.1,-1.0,-2.4,11.8,-14.5,11.8,0.6
COc1ccc(OC)c(-c2csc(N(C)C(=O)Cc3ccccc3)n2)c1,-3.7,-3.3,1.7,-4.2,-2.5,25.9,3.8,19.5,-0.1

# Looked up above:
# Reading for `O=C(O)COc1ccccc1/C=N/NC(=O)c1cccc(S(=O)(=O)Nc2cccc(Cl)c2)c1` under GRIN3A LBD mod: -1.0
# Reading for `O=S(=O)(c1ccc(Cl)nc1)N(Cc1ccccc1)Cc1ccccc1` under APJ antagonist: 16.6
# Reading for `Cc1nn(C)c(C)c1/C=C1/SC(=S)NC1=O` under MPTP inh: -1.9
# Reading for `O=C(CCN1C(=O)/C(=C/c2ccccc2Cl)SC1=S)NNC(=O)c1cccnc1` under tim10-1 inh: -0.6
